Bioassay records: PubChem BioAssay, National Center for Advancing Translational Sciences (NCATS)
Luc counter = counter-screen: inhibitors of Kinase-Glo firefly luciferase | Kinase-Glo luciferase, ATP luminescence, 8 min | 200,000 tested, 0.28% active | Potency, µM (top dose mostly 38.3 µM), inactives show at the top dose activity change, negative = inhibition, most hits filed as inhibitors | Q27757; also: potency is read from the fitted curve at half-maximal effect; % is scaled to controls: 0 for no effect and ±100 for the full control effect; nearly all actives have a fitted effect of over 60% in size
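Luminescence was the read-out, taken after 8-minute incubation at ambient temperature. Luciferase turned over luciferin with 10 uM ATP in imidazole pH 7.2 buffer containing KCl, MgCl2, Tween 20 and BSA.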
CBFb RUNX1 block = inhibitors of human CBF-beta and RUNX1 interaction; Q01196+Q13951; AlphaScreen CBFb-His/RUNX1-biotin binding, biochemical; Potency, µM (top dose mostly 59.8 µM), for inactives: at the top dose activity, negative = inhibition, most hits filed as inhibitors; 230,000 tested, under 10 active; also: % of control where 0% means no effect
Target sequence (Q01196 whole entry, looked up): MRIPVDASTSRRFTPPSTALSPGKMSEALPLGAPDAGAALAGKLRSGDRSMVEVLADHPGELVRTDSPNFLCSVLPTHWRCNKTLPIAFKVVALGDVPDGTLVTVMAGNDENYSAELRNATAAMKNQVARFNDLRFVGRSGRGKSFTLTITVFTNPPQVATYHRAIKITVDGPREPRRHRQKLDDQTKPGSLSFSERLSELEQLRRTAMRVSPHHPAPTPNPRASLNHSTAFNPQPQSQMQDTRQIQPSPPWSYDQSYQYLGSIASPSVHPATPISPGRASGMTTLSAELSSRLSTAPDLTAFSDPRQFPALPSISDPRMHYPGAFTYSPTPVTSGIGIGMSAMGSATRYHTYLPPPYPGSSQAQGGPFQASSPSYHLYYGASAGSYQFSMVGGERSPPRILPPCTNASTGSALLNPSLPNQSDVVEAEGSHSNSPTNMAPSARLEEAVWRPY
Target sequence (Q13951 whole entry, looked up): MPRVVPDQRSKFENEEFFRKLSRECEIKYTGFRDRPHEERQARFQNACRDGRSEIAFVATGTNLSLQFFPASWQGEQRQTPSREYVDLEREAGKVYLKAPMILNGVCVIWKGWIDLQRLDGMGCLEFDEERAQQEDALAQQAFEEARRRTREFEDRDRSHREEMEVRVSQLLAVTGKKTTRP
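Room-temperature protein-protein interaction test with 30 nM each of His-tagged CBF-beta and biotinylated RUNX1, 15 min with compound, then 90 min with nickel plus streptavidin beads. Signal read in AlphaScreen mode.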
Epigenetic reg = regulators of epigenetic silencing causing reporter derepression in mouse cells. murine LDR cells, GFP reporter derepression, 30 h. Potency, µM (titrated, usually from 53.9 µM), for inactives: top-dose GFP activation, usual class: activators. 280,000 tested, 0.2% active. AID 1865; also: potency is read from the fitted curve at half-maximal effect; % of control where 0% means no effect; nearly all actives have a fitted effect of over 60% in size
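GFP-positive cell count by laser-scanning cytometry (objects 20–120 um) after 30 h, 37 C compound exposure of murine LDR cells; reporter is CMV-GFP integrated at a silenced locus, inducible by HDAC or DNMT inhibitors.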
NPSR antag = neuropeptide S receptor (human) antagonism, cAMP; CHO-NPSR cells, cAMP TR-FRET, antagonist mode; Q6W5P4; 220,000 tested, 1% active; Potency, µM (top dose mostly 38.3 µM), for the others: top-dose activity change, negative = inhibition, actives largely listed as inhibitors; also: potency is read from the fitted curve at half-maximal effect; % is scaled to controls: 0 for no effect and ±100 for the full control effect; nearly all actives have a fitted effect of over 50% in size; many of its hits are not listed in these tables
Target sequence (Q6W5P4 whole entry, looked up): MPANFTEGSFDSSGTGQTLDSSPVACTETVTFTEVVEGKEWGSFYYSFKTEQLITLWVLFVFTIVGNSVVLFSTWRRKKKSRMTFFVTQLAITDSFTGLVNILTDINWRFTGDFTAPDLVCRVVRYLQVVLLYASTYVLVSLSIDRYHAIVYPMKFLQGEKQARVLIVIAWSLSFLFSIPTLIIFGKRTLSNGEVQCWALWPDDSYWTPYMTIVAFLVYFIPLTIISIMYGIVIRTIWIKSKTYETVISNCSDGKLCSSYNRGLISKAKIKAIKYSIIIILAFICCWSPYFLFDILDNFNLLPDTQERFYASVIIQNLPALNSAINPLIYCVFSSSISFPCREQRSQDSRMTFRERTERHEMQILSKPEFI
HttQ103 aggreg = mutant huntingtin aggregation inhibition; AID 1688; Potency, µM (highest dose often 46.1 µM), for inactives: top-dose activity change, negative = inhibition, hits mostly inhibitors; PC12 HttQ103-GFP aggregates, Acumen cytometry, 40 h; 220,000 tested, 1.1% active; also: potency is read from the fitted curve at half-maximal effect; % is scaled to controls: 0 for no effect and ±100 for the full control effect; nearly all actives have a fitted effect of over 60% in size
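Aggregate formation scored by laser-scanning cytometer (488 excitation, 500–530 emission) in lysed PC12 cells expressing Q103-GFP after 100 nM tebufenozide induction; library tested in dose series, with ATPLite reagent added in the multiplex.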
L3MBTL1 inh = L3MBTL1 (human) inhibition; 230,000 tested, 0.66% active; AID 485360; Potency, µM (highest dose often 57.1 µM), for the others: top-dose activity, negative = inhibition, hits mostly inhibitors; AlphaScreen L3MBTL1–H3K9me1 peptide binding; Q9Y468; also: potency is read from the fitted curve at half-maximal effect; % is scaled to controls: 0 for no effect and ±100 for the full control effect; nearly all actives have a fitted effect of over 60% in size
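L3MBTL1 (50 nM) pre-complexed 30 min with biotinylated H3(1-15)K9me1 peptide (75 nM), then compounds added for 30 min at room temperature; AlphaScreen streptavidin donor/nickel chelate acceptor beads (10 ug/mL final) read after 30 min dark incubation.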
IMPase Li inh = cell-permeable IMPase inhibitors with lithium potentiation; 210,000 tested, 0.35% active; AID 1457; Potency, µM (series often up to 59.4 µM), inactives show at the highest dose activity, negative = IMPase inhibition, actives largely listed as inhibitors; CHO-M1 cells, IP1 TR-FRET (IP-One), carbachol + lithium;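 also: IP1 builds up when IMPase is blocked and the TR-FRET signal falls; potency is read from the fitted curve at half-maximal effect; plate controls were basal vehicle for no effect and high inhibitor control for full effect; nearly all actives have a fitted effect of over 50% in size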
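Readout is a homogeneous TR-FRET IP1 immunoassay (Ex 320, Em 665 and 620), where raised cytosolic IP1 lowers signal. Cells were CHO-M1 treated 30 min at 37C with test compounds plus a little lithium; AC50 values came from Hill-equation fitting.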
Starred values were filed as active, the others as inactive; ? = inconclusive; nt = no result given; & = joins results of further samples; [ ] = dose if it differs, or a comment. Calls follow the shape of the dose curve; as a rule, active = well fitted curve in the direction sought with a large enough effect; inconclusive = small, poorly fitted or top-dose-only effect, or another doubt; inactive = no such curve, though single readings can be large; an effect the other way counts as inactive or inconclusive. The list is partial (hit frequency here may not be typical).

SMILES | Luc counter | CBFb RUNX1 block | Epigenetic reg | NPSR antag | HttQ103 aggreg | L3MBTL1 inh | IMPase Li inh
COc1ccc(C(=O)NC(=S)N2CCCCC2)cc1 | -6% | 7% | 3.3% | -8%[46.1 µM] | 1% | nt | 31%[activator][38.3 µM]
C1=C(CCNc2ncnc3c2cnn3-c2ccccc2)CCCC1 | -4% | 7% | -1.0% | -21%[46.1 µM] | -16% | nt | 29%[38.3 µM]
COc1ccc(NC(=O)c2nc[nH]c2C(=O)N[C@@H](C)c2ccccc2)cc1 | nt | 0% | 0.0% | -20% | -32%[9.22 µM] | nt | nt
CSCCOC(=O)C1=C(C)NC(=O)CC1c1ccccc1Cl (stereo unspecified) | nt | 1% | -0.9% | -11%[46.1 µM] | 15% | -3% | nt
C/C(=N\NC(=O)c1cccc(Br)c1)c1cccc(NC(=O)c2ccc(C)o2)c1 | -1% | -4% | -1.0% | -3%[46.1 µM] | -3% | 3% | 6%[38.3 µM]
Cc1c(C)[n+](=O)c(-c2ccc(Br)cc2)c(C)n1[O-] | nt | 8% | -1.2% | 9% | -26%[9.22 µM] | nt | nt
Cn1cnnc1Sc1ccc(C(=O)OCC(=O)NCC(F)(F)F)cc1[N+](=O)[O-] | nt | 0% | 0.4% | -22% | 10%[9.22 µM] | 7% | nt
O=C(NCc1cccnc1)c1ccccc1[N+](=O)[O-] | -1% | -6% | 1.1% | 22% | ? | 9% | -2%
Cc1cccc(NC(=S)N2CCC(O)CC2)c1C | 3% | -3% | -1.2% | 14% | 12% | -6%[2.29 µM] | -5%
Cc1ccc(Cc2cnc(N)s2)o1 | -4% | ? | 1.0% | 1%[46.1 µM] | ? | ? | 3%[38.3 µM]
CC(=O)O[C@H]1C[C@H]2CC[C@@H]3[C@@H](CC[C@]4(C)[C@H](OC(C)=O)[C@H]([N+]5(C)CCCCC5)C[C@@H]34)[C@]2(C)C[C@H]1[N+]1(C)CCCCC1 | -2%[17.1 µM] | -24%[21.7 µM] | 1.4%[16.9 µM] | nt | nt | nt | -5%
CC(C)(C)c1ccc(C(=O)Nc2cccc([N+](=O)[O-])c2)cc1 | -2% | -1% | -0.9% | -26% | 5% | -9% | 21%
CCN(CC)c1ccc(/C=N/n2c(C)cc(C)cc2=O)cc1 | 13% | -5% | 1.9% | -13%[7.67 µM] | -11% | 1% | -12%[38.3 µM]
NC(=O)c1ccc(NC(=O)COC(=O)c2ccc([N+](=O)[O-])cc2)cc1 | nt | -11% | -0.4% | -1%[7.67 µM] | 13%[9.22 µM] | 7% | nt
COc1ccc(OC(=O)c2cnn(-c3ccccc3)c2C)cc1 | -6% | 8% | -1.0% | -21%[46.1 µM] | 0% | nt | 38%[activator][38.3 µM]
CN1CCCC(C(=O)C(C#N)c2ccccc2)C1 (stereo unspecified) | -2% | -2% | -1.0% | -2%[46.1 µM] | 5% | nt | 14%[38.3 µM]
COc1ccc(/C=C2\N=C3CCCN3C2=O)cc1 | nt | 2% | -1.2% | 9% | 6%[9.22 µM] | nt | nt
COc1cc(CC(=O)NCC2COc3ccccc3O2)cc(OC)c1OC (stereo unspecified) | 5% | 10% | 0.9% | 6% | 11% | -4% | 2%
CC1(C)OC2CC3C4CCC5=CC(=O)C=C[C@@]5(C)[C@]4(F)C(O)C[C@@]3(C)[C@]2(C(=O)CO)O1 (stereo partly specified) | 3% | 13% | 0.0% | nt | nt | nt | -3%
CNC(=O)c1ccsc1NC(=O)CN1C(=O)CCC1=O | nt | 17% | 1.3% | 12% | 1%[9.22 µM] | nt | nt
N/C(=N\OC(=O)COc1ccc2ccccc2c1Br)c1ccccn1 | 0% | -6% | 3.6% | -57% | ? | 5%[11.4 µM] | ?
Cc1ccc(NC2c3ncccc3C(=O)N2Cc2cccs2)cc1 (stereo unspecified) | 2% | -7% | -3.7% | 8% | -2% | nt | -1%
Cc1[nH]n(-c2ccccc2)c(=O)c1Sc1ccc(Cl)cc1 | 13% | -2% | -0.9% | -12%[46.1 µM] | -20% | -9% | 7%[38.3 µM]
Cc1cccc(C(=O)O/N=C/c2c(Cl)n(C)c3ccccc23)c1 | 1% | 9% | -5.5% | -21%[46.1 µM] | ? | 10% | 32%[38.3 µM]
CC1CCc2c(nc3ncnn3c2NCCc2ccccc2F)C1 (stereo unspecified) | -4% | 6% | -0.1% | 10% | 11%[9.22 µM] | -2% | 15%

Following part:
SMILES | Luc counter | CBFb RUNX1 block | Epigenetic reg | NPSR antag | HttQ103 aggreg | L3MBTL1 inh | IMPase Li inh
COc1cc(C(O)P(=O)(OCC(C)C)OCC(C)C)cc(OC)c1OC (stereo unspecified) | -2% | 0% | -0.9% | -5%[46.1 µM] | 6% | -5% | -5%[38.3 µM]
Cc1ccc(-c2csc3ncnc(-n4nc(C)cc4N)c23)cc1 | 5% | 1% | 3.9% | -13%[46.1 µM] | -20% | -6% | 14%[38.3 µM]
COC(CC(=O)NNC(=S)Nc1ccc(Cl)cc1)OC | -2% | -14% | 0.0% | 6% | 23% | ? | -3%
CC(NC(=O)c1cccnc1)C(c1ccccc1)N1CCN(C)CC1 (stereo unspecified) | -2% | 5% | 1.6% | -5%[46.1 µM] | 8% | nt | 27%[38.3 µM]
Cn1c(=O)c2cc(S(=O)(=O)NCCC(=O)NCCc3ccc(Cl)cc3)ccc2n(C)c1=O | 0% | -3% | 2.9% | -21%[46.1 µM] | -13% | 1% | 7%[38.3 µM]
CCOc1ccc(NS(=O)(=O)c2ccc(NC(=S)NC(=O)C(C)C)cc2)cc1 | -3% | -3% | 3.8% | ? | -5% | nt | 27%[38.3 µM]
Cc1sc(NC(=O)CSc2nnnn2C)c(C#N)c1C | -5% | 2% | 0.0% | -7% | nt | -1% | 2%
COC(=O)c1ccccc1N1C(=O)[C@@H]2C(c3ccc(Br)cc3)=NO[C@@H]2C1=O | 1% | 0% | -2.1% | -13%[46.1 µM] | -2% | nt | 11%[38.3 µM]
NC(=O)CN1C(=O)C(O)(CC(=O)/C=C\c2ccc3c(c2)OCO3)c2ccccc21 (stereo unspecified) | 2% | 2% | 2.7% | -9% | -17% | nt | -1%
CC(NC(=O)CN(C)S(=O)(=O)c1cnc[nH]1)c1ccccc1 (stereo unspecified) | nt | 0% | -0.2% | 10% | -17% | nt | 3%
Oc1ccc(-c2nc(=S)[nH][nH]2)cc1 | 7% | 5% | -1.2% | -23%[46.1 µM] | 4% | -2% | 8%
N[C@@H](COP(=O)(O)O)C(=O)O | -8%&0% | -11% | -1.2%&0.0%&-0.1% | 3%[46.1 µM] | nt | nt | 12%&8%&5%
O=C(c1ccc(N2CCN(CCO)CC2)nc1)N1CCOCC1 | -2% | -3% | -1.0% | 8% | 12% | -1% | -2%
CC1(C)CN(c2cccc(Br)c2)C1=O | 2% | 4% | 2.4% | 14% | 0% | 20% | 10%
COc1ccc(CN2CCN(C(=O)c3ccc(-c4ccccc4)cc3)CC2)c(OC)c1OC | -1% | 2% | 0.1% | -48% | ? | nt | 18%
Cc1csc(NC(=O)CCCSc2nc3ccccc3s2)n1 | -3% | -10% | -6.3% | 8%[46.1 µM] | ? | -5% | 43%[activator][38.3 µM]
CCOCCCNC(=O)NC(=O)CN1CCN(S(=O)(=O)c2ccc3c(c2)OCCO3)CC1 | 6% | -2% | -0.3% | 3% | 11% | -2% | -2%
COC(=O)Cc1ccc(NC(=S)NCCCN2CCOCC2)cc1 | 1% | 0% | -0.1% | 16% | 5% | 0%[11.4 µM] | 8%
CC(=O)c1ccc(NC(=O)Nc2ccccc2)cc1 | -6% | 1% | 1.5% | -13%[46.1 µM] | 5% | nt | 16%[38.3 µM]
CCCNS(=O)(=O)c1ccc(CCC(=O)N2CCN(c3ccc(F)cc3)CC2)cc1 | 1% | -2% | -3.0% | 6% | -6% | 0% | -3%
CCOC(=O)c1cccc(NC(=O)CCc2ccccc2)c1 | -2% | 8% | 0.3% | 9% | 21% | 10% | -8%
O=C(COC(=O)/C=C/c1cn(-c2ccccc2)nc1-c1ccc2c(c1)OCCO2)NC1CCS(=O)(=O)C1 (stereo unspecified) | nt | 15% | 1.1% | -22% | 0%[9.22 µM] | nt | nt
CCn1c(SCc2cccc(C(=O)O)c2)nnc1-c1ccccc1 | -2% | 1% | 1.0% | -4%[46.1 µM] | 5% | 2% | -11%[38.3 µM]
Cc1cccc(CN2CCN(C(c3ccccc3)c3ccc(Cl)cc3)CC2)c1 (stereo unspecified) | 0%&-4% | 4%&10% | 0.0%&6.7% | -55% | -32% | -13% | 15%&32%
C#CCn1c(=O)c2c(ncn2C)n(C)c1=O | -4% | 17%&15% | -0.2%&1.1% | 5%[46.1 µM] | nt | nt | -8%&-5%

Additional entries
SMILES | Luc counter | CBFb RUNX1 block | Epigenetic reg | NPSR antag | HttQ103 aggreg | L3MBTL1 inh | IMPase Li inh
Cc1cc(C)c(S(=O)(=O)Nc2ccc3c4c(cccc24)CC3)c(C)c1 | -4% | 1% | -1.1% | ? | ? | -10% | 12%[38.3 µM]
CC(C)OCC(O)Cn1c(N2CCCC2)nc2c1c(=O)[nH]c(=O)n2C (stereo unspecified) | -4% | 6% | 0.0% | -10%[46.1 µM] | -3% | nt | 20%[38.3 µM]
CCOC(=O)C1CCCN(Cc2ccccc2C)C1 (stereo unspecified) | 6% | 3% | 1.2% | -18%[46.1 µM] | -20% | nt | 23%[38.3 µM]
O=C(c1ccc(F)cc1)N1CCN(c2ccc([N+](=O)[O-])cc2-n2cccc2)CC1 | nt | -1% | -4.3% | 10µM* | ? | nt | nt
Cc1ccc(N(CC(=O)NC(C)(C)C)C(=O)CNC(=O)c2cccs2)cc1 | -3% | 6% | 2.1% | -4% | nt | 7% | 3%
CCOC(=O)C1CCN(C(=O)Nc2ccc3oc(C)nc3c2)CC1 | 2% | 2% | 4.8% | 8%[46.1 µM] | 9% | 1% | 4%[38.3 µM]
CC(=O)Nc1ccc(OC(=O)c2cc3cc(Br)ccc3oc2=O)cc1 | nt | -2% | -0.9% | 17%[46.1 µM] | ? | 10% | nt
COc1ccccc1CN1C(=O)c2ccccc2C1C(=O)NC1CCC(C)CC1 (stereo unspecified) | 2% | -3% | 3.4% | -50% | 7% | 16% | ?
Cc1cc(NC(=O)CCSc2ccccc2)no1 | -3% | 8% | 0.0% | -18% | 6%[9.22 µM] | 9% | 8%

One compound at a time, as listed above. Screens in order: Luc counter, CBFb RUNX1 block, Epigenetic reg, NPSR antag, HttQ103 aggreg, L3MBTL1 inh, IMPase Li inh
Shown for Cc1cc(NC(=O)CCSc2ccccc2)no1 : -3%, 8%, 0.0%, -18%, 6%[9.22 µM], 9%, 8%
Shown for Cc1cc(C)c(S(=O)(=O)Nc2ccc3c4c(cccc24)CC3)c(C)c1 : -4%, 1%, -1.1%, ?, ?, -10%, 12%[38.3 µM]
